Assay outcomes (PubChem BioAssay)
SRC3 TRFRET art – TR-FRET detection interference compounds, artefact control for PPARgamma SRC-3 recruitment agonists, biochemical, TR-FRET ratio; TR-FRET artefact counter-screen, PPARgamma/SRC-3 format; hits give high values; TR-FRET ratio at 8 µM; 0.39% of 99,000 active; in the data active = TR-FRET ratio above about 2000; note: inactives centre near 1600
SRC1 TRFRET art – TR-FRET detection interference compounds, primary screen, artefact control for PPARgamma SRC-1 recruitment agonists, biochemical, TR-FRET emission ratio. AID 1051, 2008. 0.34% of 99,000 active. TR-FRET ratio at 8 µM. TR-FRET detection artefact counter-screen; hits give high values; in the data active = TR-FRET ratio above about 2300; note: inactives centre near 1800
* = called active by the depositor.

SMILES	SRC3 TRFRET art	SRC1 TRFRET art
COc1ccc(-n2cc(-c3ccc(OC)c(OC)c3)[nH]c2=S)cc1	1635	1977
COC(=O)C1=C(NC(=O)c2ccccc2[N+](=O)[O-])CCS1	1411	1728
Cc1cc(C)n(-c2ccc(C(=O)OCC(=O)c3c(N)n(C)c(=O)n(C)c3=O)cc2)n1	1391	1890
CC(NC(=O)Cc1ccccc1)C(c1ccccc1)N1CCOCC1 (stereo unspecified)	1783	1842
C=CCC(C)(NCc1ccccc1)c1ccc(C)cc1 (stereo unspecified)	1702	1954
Cc1[nH]c2ccccc2c1/C=N/NC(=O)c1cccc(S(=O)(=O)Nc2cccc(C(F)(F)F)c2)c1	1597	1725
CCN(CC(=O)Nc1ccccc1OC)CC(=O)Nc1c(Cl)ccc(C)c1Cl	1556	2002
COCC(=O)Nc1ccc(Br)cc1C	1661	1961
CCC(c1nnc(SCC(=O)Nc2ccc(Cl)cc2C(F)(F)F)n1C1CCCCC1)N(C)C (stereo unspecified)	1479	1871
COc1cccc(N2C(=O)/C(=C\c3cccs3)NC2=S)c1	1436	1628
Cc1ccc(Nc2nnc(SCC(=O)Nc3cccc(S(=O)(=O)NC4=NCCCCC4)c3)s2)c(C)c1	1653	1927
CC(Cc1ccsc1)NC(=O)CCc1nnc(CCc2ccccc2)o1 (stereo unspecified)	1529	1968
O=C1OCC2=C1C(c1ccc(F)cc1)CC(=O)N2c1ccccc1 (stereo unspecified)	1452	1465
N=c1scc(-c2ccccc2)n1/N=C/c1ccco1	1713	1799
C=CCOC(=O)C1=C[C@@H](c2ccc(C(F)(F)F)cc2)[C@H](CCCO)[C@@H](OCC)O1	1581	1935
Cc1ccc(-c2nc(-c3cccnc3)sc2CC(=O)Nc2ccc3nc(C)sc3c2)cc1	1811	1774
O=C1CS/C(=N/N=C/c2ccccc2OS(=O)(=O)c2ccccc2)N1	1493	1936
O=C(CN1C(=O)NC2(CCCC2)C1=O)NCC1CCCO1 (stereo unspecified)	1451	1870
O=c1c2ccccc2n2c(-c3cccc(F)c3)nnc2n1Cc1ccccc1	1514	1847
COc1ccc(NC(=O)c2ccco2)cc1NC(=O)c1cc2ccccc2o1	1369	1861
CCN(CCCNC(=O)Cn1cc2c(n1)CCCC2)c1cccc(C)c1	1565	1675
O=C(O)C1=C(C(=O)N2CCN(C(=O)c3ccco3)CC2)CCCC1	1924	1883
Cn1cnnc1SCC(=O)NNC(=O)COc1ccc(Cl)cc1	1388	1653
O=C(Nc1ccc(O)c(C(=O)O)c1)c1ccc2c(c1)C(=O)N(CC1CCCO1)C2=O (stereo unspecified)	1519	1734
CCOC(=O)c1c(-n2cccc2)sc2c1CCCC2=O	1762	1806

Entries of single compounds from above. Order of screens: SRC3 TRFRET art | SRC1 TRFRET art
O=C(CN1C(=O)NC2(CCCC2)C1=O)NCC1CCCO1 (stereo unspecified) reads 1451 | 1870
COc1ccc(-n2cc(-c3ccc(OC)c(OC)c3)[nH]c2=S)cc1 reads 1635 | 1977
Cn1cnnc1SCC(=O)NNC(=O)COc1ccc(Cl)cc1 reads 1388 | 1653
O=C1CS/C(=N/N=C/c2ccccc2OS(=O)(=O)c2ccccc2)N1 reads 1493 | 1936

Remaining list, next part.
SMILES	SRC3 TRFRET art	SRC1 TRFRET art
CCOC(=O)c1cccc(-n2c(-c3ccc(OC)cc3)nc3nc4ccccc4nc32)c1	1623	1740
Cc1cc(C)c2c(N)c(C(=O)NC3CCCC3)sc2n1	1443	1674
CN(CC(=O)NCCc1ccccn1)S(=O)(=O)c1ccc(Cl)cc1	1458	1923
O=C(Nc1ncc(Cc2ccccc2Cl)s1)c1ccc([N+](=O)[O-])cc1	1520	1793
COCCn1nnnc1C(c1ccc(OC)cc1)N1CCC(C)CC1 (stereo unspecified)	1889	1639
Cc1csc(SCC(=O)NCCc2ccc(Cl)cc2)n1	1731	1715
O=C(NN1C(=O)C2C3C=CC(C4CC34)C2C1=O)c1cccc(Cl)c1 (stereo unspecified)	1591	2053
O=C(Nn1c(C2CCCCC2)nc2ccccc2c1=O)c1ccc([N+](=O)[O-])cc1Cl	1185	1424
O=C(CCOc1ccccc1)Nc1ccc([N+](=O)[O-])cc1	1541	1693
COc1cc(/C=N/NC(=O)Cc2csc(N3CCOCC3)n2)cc(OC)c1O	1567	1808
CCNc1nc(NC(C)C)nc(SCCOC(=O)c2ccccc2)n1	1375	1644
CCOC(=O)c1cnc2nc(C)[nH]n2c1=O	1330	1639
O=C1C(=Cc2ccco2)C(=O)c2ccccc21	1619	2011
CC(C)Oc1ccc(C(CC(=O)N(C)CCC#N)c2ccc(F)cc2)cc1 (stereo unspecified)	1683	1817
O=C(Nc1ccc(C(=O)O)cc1)/C(=C\c1ccc([N+](=O)[O-])cc1)NC(=O)c1ccc(Br)cc1	1529	1889
COc1ccc(NCC(=O)N/N=C2\CCCC(C)C2)cc1 (stereo unspecified)	1791	1994
CC(=O)Nc1ncnc2c1c(-c1ccc(Cl)cc1)nn2C(C)(C)C	1722	1791
CCCS(=O)(=O)N1CCN(Cc2c[nH]c3ccccc23)CC1	1504	1919
O=C(C1=C[C@H](c2coc3ccccc3c2=O)C[C@H](OCc2ccc(CO)cc2)O1)N1CCN(Cc2ccc3c(c2)OCO3)CC1	1555	1707
COCC(C)NCC(=O)NC(C)CCc1ccccc1 (stereo unspecified)	1378	1704
CC(C)CC(=O)NC(Nc1ccc([N+](=O)[O-])cc1)C(Cl)(Cl)Cl (stereo unspecified)	1291	1758
COC(=O)c1ccc2c(=O)n(Cc3ccc(C(=O)NCCCN4CCC(C)CC4)cc3)c(=S)[nH]c2c1	1752	1758
CCCCCC1CC(CC(=O)Nc2ccc([N+](=O)[O-])cc2)C(=O)O1 (stereo unspecified)	1395	1687
COc1ccc2cc(CN(C(=O)Nc3ccccc3)C3CCCC3)c(=O)[nH]c2c1	1750	1583
Cc1c(/C=N\NC(=O)C2COc3ccc(C(C)(C)C)cc3O2)c2ccccc2n1C (stereo unspecified)	1616	1693
SMILES	SRC3 TRFRET art	SRC1 TRFRET art
O=C(NNc1nc2cc3c(cc2s1)OCCO3)c1ccc(F)cc1	1475	1841
Cc1cccc(NC(=O)Cn2c(/C=C/c3ccccc3)nc3ccccc32)c1	1858	2254
CC12CCC(C(=O)N(c3ccccc3Cl)C1=O)C2(C)C (stereo unspecified)	1454	1882
Cn1c(Cn2c(=O)sc3ccccc32)nnc1SCC(=O)NC1CCCCC1	1774	1636
CC(C(=O)NC1CCCC1)N1CCN(Cc2ccccc2)CC1 (stereo unspecified)	1752	1835
O=C(CCC(=O)Nc1ccc(F)cc1)N/N=C/c1ccccc1O	1914	2239
Cc1c(NC(=O)C(C)OC(=O)c2cccc([N+](=O)[O-])c2)c(=O)n(-c2ccccc2)n1C (stereo unspecified)	1562	1796
O=[N+]([O-])c1cc(Cl)ccc1N1CCN(c2cccc(C(F)(F)F)c2)CC1	1415	1848
CCN(Cc1ccccc1)S(=O)(=O)c1ccc(C(=O)N2CCN(c3nc4ccccc4s3)CC2)cc1	1461	1966
CN(C)S(=O)(=O)c1ccc(NC(=O)COc2ncnc3c2cnn3-c2ccccc2)cc1	1423	1596
CC(C)Cc1nnc(NC(=O)Cc2ccccc2[N+](=O)[O-])s1	1667	1823
Cc1ccc(NC(=O)CCCSc2ccccc2)cc1S(=O)(=O)N1CCOCC1	1546	1593
Cc1ccc(S(=O)(=O)NNC(=O)Cc2cccn2C)cc1	1590	1676
O=C(CCN1C(=O)c2ccc([N+](=O)[O-])cc2C1=O)Nc1nccs1	1612	1902
Cc1cc(OCC(=O)N(C(C)C)C(C)C)ccc1Cl	1801	1723
C/C(=N\NC(=O)c1cc(-c2ccco2)nc2ccccc12)c1cccnc1	1501	1699
COC(=O)c1ccc(-n2cc(-c3ccc(OC)cc3)[nH]c2=S)cc1	1521	1982
COc1cc(SC)ccc1C(=O)Nc1ccncc1	1504	1878
O=c1[nH]c2ccccc2nc1/C=C/c1ccc(F)cc1	1499	1549
CCn1c(C)nc2cc(C(=O)N/N=C/c3ccccc3C)ccc21	1497	1570
CCc1c(C(=O)NNC(=S)NCc2ccccc2)csc1C	1695	1996
CCC(=O)Nc1ccc(C(=O)NNC(=O)c2cc(OC)c(OC)c(OC)c2)cc1	1688	1788
O=C(Cn1ccc([N+](=O)[O-])n1)NCCc1c[nH]c2ccccc12	1424	1638
CCCN1C(=O)/C(=C/c2ccncc2)SC1=S	1707	1578
CCCC(=O)Nc1cccc(-c2cn3cccnc3n2)c1	1387	1503
SMILES	SRC3 TRFRET art	SRC1 TRFRET art
Fc1cc(F)c2nc(Nc3nc4cc5c(cc4s3)OCO5)sc2c1	1505	1598
Cc1ccc(NC(=O)c2cn(CCC#N)nc2-c2cccs2)c([N+](=O)[O-])c1	1796	1987
Nc1ccc(N2CCCCC2)c2nonc12	1374	1642
Cc1sc2nc(SCC(=O)N3CCN(CCO)CC3)n(-c3ccccc3)c(=O)c2c1C	1386	1847
Cc1oc2c(C)c(O)ccc2c(=O)c1-c1nncn1-c1ccccc1	1560	1853
COc1ccc(NC(=O)N2CCN(c3ccc([N+](=O)[O-])cc3)CC2)cc1OC	1469	1594
COc1ccccc1NC(=O)c1ccc2c(c1)nnn2C	1699	2093
COc1ccc2nc(N=NC3=C(O)CC(C)(C)CC3=O)sc2c1	1379	1442
CCOc1ccc(NC(=S)Nc2cc(C)[nH]n2)cc1	1368	1888
COc1cc(/C=C/C(=O)c2ccc(C)cc2)ccc1OCC#N	1525	1385
COc1ccc(NC(=S)N(CCc2ccc(OC)c(OC)c2)Cc2ccccn2)cc1	1589	1531
CCN1CCN(C(=O)Nc2cc(Cl)ccc2OC)CC1	1844	1934
CN(C)c1cccc(C(=O)OC(C(=O)Nc2ccc(Cl)cc2C(F)(F)F)c2ccccc2)c1 (stereo unspecified)	1711	1617
Cc1ccc(C)c(Cn2c(=O)n(CCC(=O)NCc3ccco3)c(=O)c3ccccc32)c1	1502	1920
NC(=O)c1ccc(NCCc2ccccc2)c([N+](=O)[O-])c1	1748	1882
O=C(CSc1ccc(Cl)cc1)Nc1ncccn1	1554	1588
CC(=O)N1N=C2/C(=C/c3ccccc3)CCCC2C1c1ccccc1 (stereo unspecified)	1476	1884
O=C(NCCN1CCOCC1)c1ccc(CSc2nc3ccncc3n2Cc2ccc(F)cc2)cc1	1685	1995
CCN(CC)C(=O)C(C)OC(=O)COc1ccc(Cl)cc1Cl (stereo unspecified)	1507	2093
Cc1cc(-c2cccc(Br)c2)c(C#N)c(N)n1	2035	2711*
N=C1c2ccccc2CN1NC(=O)CC12CC3CC(CC(C3)C1)C2	1516	1799
CCOc1ccc(S(=O)(=O)N2CCN(C(=S)NCc3ccco3)CC2)cc1	1333	1787
CCCCCOc1ccc(C(=O)N(Cc2ccco2)C2CCS(=O)(=O)C2)cc1 (stereo unspecified)	1578	2127
COc1ccc(OC)c(/C=N/NC(=O)CNC(=O)c2ccc(S(=O)(=O)N3CCOCC3)cc2)c1	1344	1865
CS(=O)(=O)N(CC(=O)NCCSc1ccccn1)c1ccc(F)cc1	1345	1344

Look-ups from above.
CCOc1ccc(S(=O)(=O)N2CCN(C(=S)NCc3ccco3)CC2)cc1 | SRC1 TRFRET art = 1787
COc1ccc(OC)c(/C=N/NC(=O)CNC(=O)c2ccc(S(=O)(=O)N3CCOCC3)cc2)c1 | SRC1 TRFRET art = 1865
CCCCCOc1ccc(C(=O)N(Cc2ccco2)C2CCS(=O)(=O)C2)cc1 (stereo unspecified) | SRC1 TRFRET art = 2127

Arranged by molecular weight (highest first): part of the list above
SMILES	SRC3 TRFRET art	SRC1 TRFRET art
O=C(NCCN1CCOCC1)c1ccc(CSc2nc3ccncc3n2Cc2ccc(F)cc2)cc1	1685	1995
CCCCCOc1ccc(C(=O)N(Cc2ccco2)C2CCS(=O)(=O)C2)cc1 (stereo unspecified)	1578	2127
Cc1ccc(NC(=O)c2cn(CCC#N)nc2-c2cccs2)c([N+](=O)[O-])c1	1796	1987
CCN(CC)C(=O)C(C)OC(=O)COc1ccc(Cl)cc1Cl (stereo unspecified)	1507	2093
Cc1oc2c(C)c(O)ccc2c(=O)c1-c1nncn1-c1ccccc1	1560	1853
COc1ccc2nc(N=NC3=C(O)CC(C)(C)CC3=O)sc2c1	1379	1442
COc1ccccc1NC(=O)c1ccc2c(c1)nnn2C	1699	2093

Additional structures.
SMILES	SRC3 TRFRET art	SRC1 TRFRET art
Cc1nn(Cc2ccccc2Cl)c(C)c1NC(=O)c1ccn(C)n1	1502	1857
O=C(O)COCC(=O)Nc1ccc(-n2cnnn2)cc1	1694	1804
CN(C)c1ccc(CN2CCC(C(N)=O)CC2)cc1	1472	1738
CCOc1ccc2nc(N=NC3=C(O)CC(C)(C)CC3=O)sc2c1	1669	1966
CC(C)(C)c1ccc(C(=O)N2CCC(=O)N(C(COCc3ccccc3)Cc3ccccc3)CC2)cc1 (stereo unspecified)	1474	1459
O=C(O)c1ccccc1C(=O)c1ccc(N2CCOCC2)c([N+](=O)[O-])c1	1364	1654
O=C(Cc1ccccc1)NNC(=O)c1ccc(NC(=O)c2ccccc2)cc1	1582	2036
Cc1ccc(OCCCSc2n[nH]c(N)n2)cc1	1707	1799
COC(=O)c1ccc(COC(=O)c2ccc(SC)cc2OC)cc1	1634	1865
CC(=O)c1cccc(NC(=O)COC(=O)c2cccc(N3C(=O)c4ccccc4C3=O)c2)c1	1813	1869
COc1ccc(NC(=S)NC(=O)/C=C/c2cccs2)cc1	1496	1839
CC(NC(=O)/C(=C/c1ccc2c(c1)OCO2)NC(=O)c1cccc([N+](=O)[O-])c1)C(=O)O (stereo unspecified)	1468	1888
COc1ccc(-c2nnn(CC(=O)NCc3ccc4c(c3)OCO4)n2)cc1OC	1462	1489
COc1ccc(-c2[nH]ncc2N=Nc2cc(C)cc(C)c2)cc1	1708	2066
CCOC(=O)c1cc(-c2ccccc2)n(CC(=O)Nc2cccc(OC)c2)c1C	1642	1786
Cc1c([N+](=O)[O-])ccc(S(=O)(=O)N2CCC(C(N)=O)CC2)c1C	1519	1732
CCn1cc(CNc2nc3nonc3nc2N2CCCCC2)cn1	1657	1700
CCOc1ccc(NC(=O)Cc2ccccc2)cc1	1590	1846
O=C(O)c1ccccc1C(=O)Nc1ccc(Br)c2cccnc12	1549	1858
